# Screens: PubChem, several laboratories
# GSK3A inh – blockers of GSK3A enzyme activity – biochemical, luminescence, cell-free homogeneous, HTS, primary screen | Glycogen synthase kinase-3 alpha (Homo sapiens), P49840 | GSK-3 alpha kinase, ADP-Glo luminescence, 60 min | inhibition, % at 10 µM | 320,000 compounds, 0.1% hits;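 in the data active = inhibition above about 50%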;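 note: GST-tagged GSK-3 alpha with peptide substrate and 25 µM ATP; 0% = DMSO neutral wells and 100% = GW8510 positive control wells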
# Target sequence (P49840 whole entry, looked up): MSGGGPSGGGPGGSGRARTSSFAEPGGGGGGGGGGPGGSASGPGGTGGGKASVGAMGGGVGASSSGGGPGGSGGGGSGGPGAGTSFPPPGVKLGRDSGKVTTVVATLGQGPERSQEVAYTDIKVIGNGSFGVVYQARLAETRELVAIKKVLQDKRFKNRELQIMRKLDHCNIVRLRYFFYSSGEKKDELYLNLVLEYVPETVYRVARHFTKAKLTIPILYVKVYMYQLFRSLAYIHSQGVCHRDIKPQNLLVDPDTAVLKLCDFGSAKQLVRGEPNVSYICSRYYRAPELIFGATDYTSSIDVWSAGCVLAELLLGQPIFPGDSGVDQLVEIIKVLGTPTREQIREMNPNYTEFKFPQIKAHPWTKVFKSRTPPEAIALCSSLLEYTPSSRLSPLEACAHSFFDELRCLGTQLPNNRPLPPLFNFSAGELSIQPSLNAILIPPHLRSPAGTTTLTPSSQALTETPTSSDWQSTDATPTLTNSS
# IEC-6 cytotox – cytotoxicity in IEC-6 intestinal epithelial cells, primary screen, cytotoxicity control for KLF5 inhibitor project, cell-based, luminescence | IEC-6 cytotoxicity, luminescence viability | inhibition, % at 5 µM | 290,000 compounds, 0.78% hits | AID 1825, 2009; in the data active = inhibition above about 22%;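 note: 0% = plate median of test compound wells and 100% = cytotoxic reference compound wells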
# KLF5 inh – KLF5 expression inhibitors, primary screen, DLD-1 cells, luminescence. DLD-1 KLF5 promoter-luciferase reporter. inhibition, % at 5 µM. 290,000 compounds, 0.23% hits;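 active = inhibition above a per-plate limit of that plate's mean compound inhibition plus 3 SD, cut at about 60% in these data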;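 note: 0% = DMSO wells and 100% = LY294002 at 200 µM; higher means less KLF5 promoter-driven luciferase light; inactives centre near -14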
# PolyA inhibitor – polyadenylation inhibitors in yeast reporter cells, primary screen, luminescence, S. cerevisiae; S. cerevisiae SKY197-pL101 polyadenylation reporter, beta-gal luminescence; efflux-impaired pdr1/pdr3 knockout yeast; score 100 = 6 SD above DMSO; calls only at 12 µM; 300,000 compounds, 0.02% hits;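 active = lowest replicate activity score at least 50, where 100 means six control SD above control mean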;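 note: yeast exposed to compound for 9 h at 30 °C; higher score means more reporter readthrough which indicates perturbed polyadenylation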
# HSF1 activator – HSF-1 activators, primary screen, NIH3T3-HGL cells, MG132 stress, luminescence, single point; NIH3T3-HGL HSF-1 luciferase reporter, 8 h; 100% = twice DMSO control signal; activation, % at 9 µM; 300,000 compounds, 1.7% hits; AID 504408, 2011;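 active = mean replicate activation of at least 50% with a set share of replicates each reaching 50%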;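 note: 0% = median of the neutral control wells and 100% = twice that signal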
# HSF1 inh – HSF1 inhibitors in luciferase reporter cells, primary screen, cell-based, NIH3T3, luminescence; NIH3T3-HGL HSE-luciferase, MG132-induced, luminescence 8 h; stronger effect = lower value; 300,000 compounds, 0.77% hits; activity change, negative = inhibition, % at 7.5 µM (by protocol); AID 2098, 2009;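 active = more than half of replicate wells show activity change below -50%, luminescence cut by over half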;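 note: luciferase reports HSF-1 transcriptional activity via heat shock element; 0% = median of DMSO wells and -100% = zero luminescence signal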
# HSP90 refold inh – HSP90 inhibitors, primary screen, cell lysate, luminescence; 290,000 compounds, 0.91% hits; Rabbit reticulocyte lysate, luciferase refolding luminescence, 3 h; Heat shock protein HSP 90 (rabbit reticulocyte lysate; luciferase refolding); inhibition, % at 5.6 µM;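 active = inhibition above the screen-wide mean plus 3 SD, computed separately per campaign, cut at about 16% in these data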;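 note: 0% = DMSO wells and 100% = 60 µM geldanamycin wells; inhibitors lower the luminescence because luciferase stays unfolded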
# GSK3B inh – human GSK3beta kinase inhibitors, primary screen, biochemical, cell-free homogeneous, HTS | 300,000 compounds, 0.038% hits | Glycogen synthase kinase-3 beta (Homo sapiens), P49841 | activity score (negative = inhibition), % at 10 µM | AID 2097, 2009 | GST-GSK3beta kinase, ADP-Glo luminescence, 60 min; stronger effect = lower value;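 active = more than half of replicate wells score below -50%, meaning over 50% inhibition versus plate controls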;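 note: 0% = median DMSO wells and -100% = median GW8510 positive control wells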
# Target sequence (P49841 whole entry, looked up): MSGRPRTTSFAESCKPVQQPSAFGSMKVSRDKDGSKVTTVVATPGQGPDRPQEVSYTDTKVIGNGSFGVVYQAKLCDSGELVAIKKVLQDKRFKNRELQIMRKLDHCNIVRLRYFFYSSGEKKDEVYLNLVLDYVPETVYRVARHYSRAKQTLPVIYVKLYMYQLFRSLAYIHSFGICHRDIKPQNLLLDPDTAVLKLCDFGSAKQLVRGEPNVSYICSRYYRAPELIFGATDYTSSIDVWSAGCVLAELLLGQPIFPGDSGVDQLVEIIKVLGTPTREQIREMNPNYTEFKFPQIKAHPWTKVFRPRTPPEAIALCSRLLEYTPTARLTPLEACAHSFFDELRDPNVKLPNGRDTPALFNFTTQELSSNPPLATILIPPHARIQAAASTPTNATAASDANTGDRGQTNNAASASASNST
#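 Test system: GST-tagged human GSK3beta kinase, cell-free; evaluation: activity score scaled between in-plate DMSO and GW8510 controls; measured by: ADP-Glo luminescence; incubation: 60 min reaction, RT; benchmarks: DMSO and 20 µM GW8510; reagent: peptide substrate plus 25 µM ATP (final); medium: Tris/MgCl2 kinase buffer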
# aSyn 5UTR inh – MLPCN primary screen, SNCA 5' untranslated region. alpha-synuclein 5'UTR reporter, inhibitor activity. AID 1813, 2009. 300,000 compounds, 0.82% hits. inhibition, % (tested at 7.5 µM); in the data active = inhibition above about 60%;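 note: H4 neuroglioblastoma cells stably carrying SNCA 5'UTR luciferase fusion; 0% = DMSO wells and 100% = positive control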
# AI-2 QS modul – Vibrio harveyi AI-2 quorum sensing modulators, primary screen, JMH597 strain, luminescence/OD600 ratio | Vibrio harveyi JMH597 AI-2 luminescence/OD600 ratio, 9 h; stronger effect = lower value; strain lacks LuxN and CqsS sensors; 0 = neutral-control median | activity change, % at 7.5 µM | 300,000 compounds, 0.4% hits; in the data active = activity change below about -75%, passing the limit was not always enough;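 note: luminescence divided by OD600 gain over 9 h not by final OD600 alone; inactives centre near 13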
# * hit, by the source's call; i = inactive; · = no result given.
entry	compound	GSK3A inh	IEC-6 cytotox	KLF5 inh	PolyA inhibitor	HSF1 activator	HSF1 inh	HSP90 refold inh	GSK3B inh	aSyn 5UTR inh	AI-2 QS modul
1	CSc1nnc(NC(=O)c2nc(S(=O)(=O)Cc3ccccc3F)ncc2Cl)s1	-5	3	-7	i	-25	-22	1	-1	-9	20
2	COCc1c(C(=O)NC2CCCCCC2)oc2ccccc12	-2	6	-15	i	5	0	4	-1	-18	2
3	CCOc1ccc(C(=O)NC(=S)Nc2ccc(NC(=O)C(C)C)cc2)cc1[N+](=O)[O-]	-1	-3	-6	i	-6	1	2	21	-23	18
4	COc1ccc(N=Nc2[nH]c3ccc(C)cc3c2O)cc1	-4	-4	-15	i	-4	-2	0	-2	-125	19
5	Cc1c(-c2ccccc2)sc(N)c1C(=O)N1CCOCC1	-2	1	4	i	-8	-7	2	3	6	14
6	CCOc1cc(/C=N/NC(=O)C(=O)NC2CC2)cc(Br)c1O	2	-12	1	i	-2	-6	-1	-1	2	11
7	CCc1ccc(CN2CCCC(CNC(=O)c3cccc(OC)c3OC)C2)cc1 (centres undefined)	0	-3	-24	i	10	-4	-3	2	-4	5
8	CCOc1ccc(Br)cc1S(=O)(=O)N1CCCN(C)CC1	-1	-3	8	i	0	-7	-1	-5	29	18
9	N#Cc1ccccc1NC(=O)COC(=O)CCc1ccccc1	0	1	-40	i	0	-1	-3	2	-11	23
10	Cc1ccc(SC(CC(=O)c2ccc(F)cc2)C(=O)O)cc1 (centres undefined)	-7	0	-13	i	2	-1	5	2	-24	13
11	Cc1cc(C(=O)NCc2ccc3c(c2)OCO3)n(-c2ccccc2)n1	0	1	8	i	4	-13	-2	-2	-6	36
12	O=C(O)c1ccc(-n2nnnc2Oc2cccc3cccnc23)cc1	3	2	-32	·	36	15	-4	1	4	25
13	Cc1ccc(CN2CN(S(=O)(=O)c3cccs3)c3nc4ccccc4nc32)cc1	·	2	-162	i	32	23	-1	-4	-35	-21
14	CCN(CC)c1ccc(NC(=O)COC(=O)c2cccs2)cc1	1	-4	-21	i	-1	-1	1	2	8	-23
15	CC1(C)OC(=O)CC1C(=O)NCc1ccccc1 (centres undefined)	0	8	1	i	-22	-8	3	0	7	6
16	NS(=O)(=O)c1ccc(NC(=O)CSc2nc3ccccc3n2-c2ccccc2)cc1	-1	1	-10	i	-4	5	-1	1	-3	24
17	CC(C)N1CCC(N2CCN(Cc3nc4ccccc4s3)CC2CCO)CC1 (centres undefined)	-4	-3	-6	i	-3	-5	12	-1	17	4
18	O=C1CCCN1CN(C(=O)c1ccccc1)c1ccc(F)cc1	-4	1	32	i	-21	-9	0	7	20	23
19	COc1ccc(-c2[nH]n(-c3ccc([N+](=O)[O-])cc3)c(=O)c2C=NCc2ccncc2)cc1	·	-6	-24	·	6	13	-6	3	-21	24
20	COc1ccc(C2CC(c3ccc(C)o3)=NN2C(C)=O)cc1 (centres undefined)	-1	-2	-77	i	26	16	5	0	-128	22
21	CS/C(N)=N/N=C/c1cc(C)ccc1O	-1	1	-104	i	140*	86	7	-3	-94	-9
22	COc1ccc(C2(c3ccc(OC)cc3)NC(=O)N(CC(=O)Nc3ccc(OC(F)F)cc3)C2=O)cc1	-2	9	-11	i	45	15	3	-3	30	3
23	O=C(NCc1cccs1)c1cccn2c(=O)c3sccc3nc12	·	2	-11	i	12	-5	-2	3	18	9
24	O=C(c1ccc(-c2ccccc2)cc1)N1CCN(C(=O)c2ccco2)CC1	-10	4	-16	i	-5	0	3	0	9	8
25	Clc1ccc2nc(C3CCN(Cc4nnnn4C4CCCCC4)CC3)[nH]c2c1	-1	16	3	i	28	5	7	3	10	27
26	O=C(Nc1ccccc1)N1CCCC(c2nc(-c3cccs3)no2)C1 (centres undefined)	0	2	-18	i	32	6	-2	0	-56	5
27	CCOc1cccc(C(=O)Nc2cccc(C(=O)NCC(C)C)c2)c1	-2	3	-52	i	3	-3	-4	-1	-3	42
28	CN(C(=O)c1ccncc1)c1nnc(-c2ccccn2)s1	0	0	-34	i	13	-4	2	2	-66	14
29	O=c1c2ccccc2nc(SCc2ccccc2F)n1C1CCCC1	-1	-1	-3	i	-3	-2	-3	2	30	17
30	CC(C)C[C@@H](CN=[N+]=[N-])N1CCN(Cc2ccccc2)CCC1=O	-2	5	6	i	-16	-1	3	1	7	14
31	CC(=O)Nc1ccc(N2CCN(c3ccc(C(F)(F)F)cn3)CC2)nc1	-1	2	1	i	-4	-3	8	-16	-49	31
32	CN(C(=O)c1ccc(OC2CCN(CCc3ccccc3)CC2)cc1)C1CCCCC1	0	2	2	i	-44	-30	-4	-2	-125	22
33	CCc1nnc(NC(=O)c2nc3nccc(C)n3n2)s1	0	-4	-20	i	0	-12	-2	2	5	35
34	O=C(c1cccc(C(F)(F)F)c1)N1CCC(O)(CS(=O)(=O)Cc2ccccc2)CC1	0	-7	-8	i	5	-4	-1	3	10	35
35	COc1ccc(OC)c(S(=O)(=O)N2CCC(C(=O)NCCc3ccc(OC)c(OC)c3)CC2)c1	-1	0	-16	i	-5	-1	-2	3	5	31
36	O=C(NC1CCCC1)C1C2C=CC3(CN(Cc4cccs4)C(=O)C13)O2 (centres undefined)	-3	3	-6	i	4	-1	-3	1	-4	-3
37	O=C(N/C(=C/c1ccc2c(c1)OCO2)C(=O)N1CCOCC1)c1cccs1	0	-1	15	i	21	-1	4	0	8	8
38	Cc1ccc(-n2nc(-c3cccnc3)cc2C(=O)N2CCOCC2)c(C)c1	-5	0	-19	i	-11	-6	0	1	12	27
39	OCCCNc1c2c(nc3cc(-c4ccc(Cl)cc4)nn13)CCC2	1	-10	-42	i	32	0	7	-2	-30	24
40	NS(=O)(=O)c1ccc(Sc2ccc3c(c2)CCC3)nc1	-2	6	12	i	9	0	1	2	14	-56
41	COc1ccc(CCC(=O)OCC(=O)Nc2c(C)nn(-c3ccccc3)c2C)cc1	-2	·	·	i	16	3	·	-3	2	-3
42	O=Cc1c(Sc2ccccn2)nc2ccccn2c1=O	3	3	-15	i	21	15	0	4	-16	6
43	CC(C)CC(C(=O)Oc1ccc2c3c(c(=O)oc2c1)CCC3)N1C(=O)c2ccccc2C1=O (centres undefined)	·	6	-6	i	6	-5	1	-1	-13	9
44	O=C(CC1COc2ccccc2O1)Nc1ccccn1 (centres undefined)	-5	-9	-10	i	-15	1	-7	4	-8	13
45	Cn1c(=O)c2[nH]c(CCCC(=O)O)nc2n(Cc2ccccc2)c1=S	84*	·	·	i	7	1	·	-51*	12	13
46	Cc1cccc(-n2ccnc2CN2CCN(C(C)C)C(CCO)C2)c1 (centres undefined)	-1	-4	9	i	-5	6	3	-5	-1	0
47	Cc1ccc[n+](CC(=O)c2ccc(-c3ccccc3)cc2)c1	-1	-2	-22	i	-12	-8	3	-2	-5	17
48	CCCCSc1nc2c(c(=O)[nH]c(=O)n2C)n1CCc1ccccc1	0	·	·	i	-20	2	·	-1	1	13
49	Cc1nn(CC(=O)NC2CCC(C)CC2)c(=O)c(C#N)c1C (centres undefined)	0	·	·	i	1	-3	·	-2	-2	29
50	Cc1ccsc1C(=O)OCC(=O)NC1CCS(=O)(=O)C1 (centres undefined)	-1	6	-31	i	2	-4	1	0	15	10

# New compounds follow:
entry	compound	GSK3A inh	IEC-6 cytotox	KLF5 inh	PolyA inhibitor	HSF1 activator	HSF1 inh	HSP90 refold inh	GSK3B inh	aSyn 5UTR inh	AI-2 QS modul
51	O=C(CN1C(=O)NC2(CCCC2)C1=O)NNC(=O)c1ccc(F)cc1	-1	·	·	i	-4	-4	·	-1	-2	-10
52	O=C(COc1ccc(/C=N/NS(=O)(=O)c2ccccc2)cc1)Nc1cccc(Cl)c1	0	-1	17	i	-9	0	-2	-1	-20	30
53	O=C(c1ccc(Cl)c(S(=O)(=O)N2CCCC2)c1)N1CCN(c2ccccn2)CC1	-2	-1	-20	i	16	3	1	3	-5	8
54	CC(C)OCCCNC(=O)CN1C(=O)COc2ccc(S(=O)(=O)N3CCCCCC3)cc21	·	8	-27	i	-9	3	-1	0	-5	17
55	COc1ccccc1/C=N\Nc1cc(C)nc(-n2nc(C)cc2C)n1	0	-10	-41	i	8	-4	1	-2	2	32

# By substructure, the entries above containing a thiophene ring, fused or not
entry	compound	GSK3A inh	IEC-6 cytotox	KLF5 inh	PolyA inhibitor	HSF1 activator	HSF1 inh	HSP90 refold inh	GSK3B inh	aSyn 5UTR inh	AI-2 QS modul
5	Cc1c(-c2ccccc2)sc(N)c1C(=O)N1CCOCC1	-2	1	4	i	-8	-7	2	3	6	14
13	Cc1ccc(CN2CN(S(=O)(=O)c3cccs3)c3nc4ccccc4nc32)cc1	·	2	-162	i	32	23	-1	-4	-35	-21
14	CCN(CC)c1ccc(NC(=O)COC(=O)c2cccs2)cc1	1	-4	-21	i	-1	-1	1	2	8	-23
23	O=C(NCc1cccs1)c1cccn2c(=O)c3sccc3nc12	·	2	-11	i	12	-5	-2	3	18	9
26	O=C(Nc1ccccc1)N1CCCC(c2nc(-c3cccs3)no2)C1 (centres undefined)	0	2	-18	i	32	6	-2	0	-56	5
36	O=C(NC1CCCC1)C1C2C=CC3(CN(Cc4cccs4)C(=O)C13)O2 (centres undefined)	-3	3	-6	i	4	-1	-3	1	-4	-3
37	O=C(N/C(=C/c1ccc2c(c1)OCO2)C(=O)N1CCOCC1)c1cccs1	0	-1	15	i	21	-1	4	0	8	8
50	Cc1ccsc1C(=O)OCC(=O)NC1CCS(=O)(=O)C1 (centres undefined)	-1	6	-31	i	2	-4	1	0	15	10

# A portion of the library; the hit share may differ from the screen's.
